Source: PubChem BioAssay
BoNT-F LC inh: BoNT/F light chain protease inhibitors, primary screen, biochemical, flow cytometry, MLPCN library; Multiplex microsphere protease cleavage assay; inhibition, % at 10 µM; 360,000 tested, 0.22% active; in the data active means inhibition above about 35%, passing the limit was not always enough; further: plate controls were buffer without enzyme for full effect and enzyme alone for no effect
CCHFV vOTU inh: CCHFV vOTU protease inhibitors, primary screen, biochemical, Pep-AMC substrate, fluorescence. Crimean-Congo hemorrhagic fever virus L polyprotein viral ovarian tumor (vOTU) protease …. inhibition, % at 11.5 µM. 370,000 tested, 0.55% active; in the data active means inhibition above about 30%; further: 0% = vehicle wells with enzyme and 100% = no enzyme wells
UGM FP inh: M. tuberculosis UGM enzyme inhibitors, primary screen, biochemical, fluorescence polarization, single point | 320,000 tested, 0.06% active | inhibition, % at 10 µM | purified UGM, fluorescence polarization probe displacement | AID 504406, 2011; in the data active means inhibition above about 10%, passing the limit was not always enough
Target sequence (P9WIQ1 whole entry, looked up): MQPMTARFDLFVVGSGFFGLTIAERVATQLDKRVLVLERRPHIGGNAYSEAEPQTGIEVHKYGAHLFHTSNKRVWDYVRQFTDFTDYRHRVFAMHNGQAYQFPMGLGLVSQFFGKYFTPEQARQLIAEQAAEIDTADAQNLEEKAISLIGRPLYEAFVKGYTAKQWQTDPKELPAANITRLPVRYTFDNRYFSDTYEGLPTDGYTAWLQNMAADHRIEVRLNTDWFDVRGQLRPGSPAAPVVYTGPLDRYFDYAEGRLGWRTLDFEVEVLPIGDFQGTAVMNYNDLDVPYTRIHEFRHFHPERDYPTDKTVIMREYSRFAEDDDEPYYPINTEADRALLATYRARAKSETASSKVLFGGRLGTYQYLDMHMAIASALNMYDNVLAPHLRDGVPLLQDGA
Mtb BioA inh: M. tuberculosis BioA enzyme inhibitors, primary screen, biochemical, plate reader, single point, HTS | 360,000 tested, 0.096% active | inhibition, % at 9.99 µM | 7,8-diaminopelargonic acid synthase BioA (Mycobacterium tuberculosis) | purified M. tuberculosis BioA enzyme; in the data active means inhibition above about 40%
PrPC TRFRET: inhibitors of human cell surface prion protein PrPC, primary screen, cell-based, TR-FRET. Major prion protein (Homo sapiens), P04156. TR-FRET read-out. inhibition, % at 13.8 µM. 370,000 tested, 0.43% active. AID 720596, 2013; in the data active means inhibition above about 24%; further: 0% = median of the test wells and 100% = reference compound wells
FadD28 FP inh: inhibitors of FadD28 bisubstrate probe binding, primary screen, biochemical, fluorescence polarization, single point. inhibition, % at 12.5 µM. 360,000 tested, 0.22% active. AID 588549, 2011; in the data active means inhibition above about 8.5%, passing the limit was not always enough
BoNT-A LC inh2: BoNT/A light chain protease inhibitors, primary screen, biochemical, flow cytometry, MLPCN library; inhibition, % at 10 µM; AID 588499, 2011; multiplex microsphere protease substrate cleavage; Botulinum neurotoxin type A light chain protease (Clostridium botulinum A str. ATCC 3502); 360,000 tested, 0.17% active; in the data active means inhibition above about 30%; further: plate controls were buffer without enzyme for full effect and enzyme alone for no effect
* marks the source's active call; other numbers are inactive results; . = no result given. These rows are one share of the data; rates above refer to the full screens.

entry	SMILES	BoNT-F LC inh	CCHFV vOTU inh	UGM FP inh	Mtb BioA inh	PrPC TRFRET	FadD28 FP inh	BoNT-A LC inh2
1	CCc1cc2c(C)cc(=O)oc2cc1OC(=O)C1CCCN1C(=O)OC(C)(C)C (stereo not given)	.	.	0.1	0.3	.	.	.
2	CNC[C@@H]1Oc2ccc(NC(=O)Nc3cccc4ccccc34)cc2C(=O)N([C@@H](C)CO)C[C@@H]1C	.	.	-2.4	-2.9	.	.	.
3	CC(NC(=O)c1ccc(N2CCNCC2)c([N+](=O)[O-])c1)C12CC3CC(CC(C3)C1)C2 (stereo not given)	.	.	-0.6	-1.1	.	.	.
4	CCNC(=O)c1c(N)sc2c1CCCCC2	.	.	2.9	-1.0	.	.	.
5	Cc1nc(C)c(C)nc1C	.	.	-2.5	0.6	.	.	.
6	O=C(C1CCCCC1)N1CC(=O)N2CCc3ccccc3C2C1 (stereo not given)	.	.	2.2	-9.6	.	.	.
7	Nc1nc2ccc(Cl)cc2cc1C(=O)NCc1ccc(Oc2ccccc2)cc1	-2.2	.	.	.	.	.	1.1
8	Nc1nc2ccc(Cl)cc2cc1C(=O)NCCc1c[nH]c2ccccc12	0.7	.	.	.	.	.	-0.2
9	CC(C)Oc1cc(C(=O)N2CCC(N3CCCCC3)CC2)ccc1Nc1nnc(Cl)c(Nc2ccccc2S(C)(=O)=O)n1	.	.	.	1.2	.	-6.4	.
10	CCOC(=O)CC[C@@H]1CC[C@]2(CCCN(C(=O)c3ccco3)C2)O1	.	-2.2	.	.	-3.8	.	.
11	COc1ccc2c(c1)[C@@H](NC(=O)c1ccncc1)[C@@H]1Cc3ccccc3[C@H]21	.	3.1	.	.	4.9	.	.
12	CN(Cc1ccccc1)S(=O)(=O)c1cccc(C(=O)OCc2cccc(C(F)(F)F)c2)c1	.	13.1	.	.	2.8	.	.
13	Cc1ccccc1NC(=O)OC1CC2CC1[C@H]1CCCCN1[C@H]2Cc1ccccc1 (stereo not given in full)	.	15.7	.	.	4.8	.	.
14	COC(=O)C1=CN(c2ccc(F)cc2)C(N)=C(C#N)C1c1ccccc1 (stereo not given)	.	0.9	.	.	1.8	.	.
15	CCN(C(=O)[C@@H](C1CC1)[C@@H](O)c1ccc(C(C)=O)cc1)c1ccccc1	.	-1.9	.	.	-5.5	.	.
16	O=C(CSc1nnc(-c2ccccc2)n1Cc1ccco1)Nc1ccc(OCc2ccccc2)cc1	.	31.7*	.	.	11.9	.	.
17	Cc1ccc2nc(-c3ccc(NC(=O)CSc4nnc(-c5ccccc5)n4Cc4ccco4)cc3)sc2c1	.	-27.0	.	.	7.1	.	.
18	CCC(C(=O)Nc1ccccc1N1CCCC1)c1cccc(Cl)c1 (stereo not given)	.	12.3	.	.	10.8	.	.
19	COC(=O)[C@]12C[C@H](CC(=O)NCc3cccs3)C(=O)N(CCc3ccc(OC)c(OC)c3)C1=C[C@H](C1CCCC1)O[C@@H]2C	.	11.3	.	.	-2.8	.	.
20	COc1cccc(C(=O)N2CCC[C@@H]2C(=O)N2CCC[C@H]2C(=O)NCc2ccccc2)c1	.	0.9	.	.	4.4	.	.
21	CC(=O)Nc1cccc(Cn2cccn2)c1	.	-0.1	.	.	1.1	.	.
22	COc1ccc2c(c1)CN1CN(Cc3ccccc3)S(=O)(=O)CC21 (stereo not given)	.	-9.5	.	.	-8.2	.	.
23	COC[C@@H]1CCCN1c1ccc2c(c1)O[C@H](C)CCN(C1CC1)S2(=O)=O	.	-3.1	.	.	-7.8	.	.
24	CCCCNc1ccc2c(c1)OC[C@@H](Cc1ccccc1)NS2(=O)=O	.	10.2	.	.	-3.2	.	.
25	CCOc1ccc(-n2c(SCC(=O)Nc3ccc(S(=O)(=O)Nc4cc(C)nc(C)n4)cc3)nnc2-c2ccc(C)cc2)cc1	.	4.9	.	.	2.8	.	.
26	COC(=O)C[C@H]1C=C[C@H](NC(=O)c2ccc(F)cc2)[C@@H](CO)O1	.	9.4	.	.	0.6	.	.
27	Cc1cc(C)cc(NC(=O)C2(C(=O)C3CC3)CC(c3ccccc3C(F)(F)F)=NO2)c1 (stereo not given)	.	5.6	.	.	7.8	.	.
28	O=C(C(=O)N1CCC(CNS(=O)(=O)c2ccc(F)cc2)CC1)c1cc2ccccc2o1	.	8.3	.	.	-3.0	.	.
29	O=C(NCc1ccccc1)C(C1CC1)n1c(Cc2cc(F)cc(F)c2)nc2ccccc21 (stereo not given)	.	0.6	.	.	0.4	.	.
30	Cc1ccc(S(=O)(=O)N2[C@@H](CO)CO[C@H]2CC(=O)c2ccccc2)cc1	.	-1.9	.	.	2.6	.	.

Nos. 21 to 27 from above:
entry	SMILES	BoNT-F LC inh	CCHFV vOTU inh	UGM FP inh	Mtb BioA inh	PrPC TRFRET	FadD28 FP inh	BoNT-A LC inh2
21	CC(=O)Nc1cccc(Cn2cccn2)c1	.	-0.1	.	.	1.1	.	.
22	COc1ccc2c(c1)CN1CN(Cc3ccccc3)S(=O)(=O)CC21 (stereo not given)	.	-9.5	.	.	-8.2	.	.
23	COC[C@@H]1CCCN1c1ccc2c(c1)O[C@H](C)CCN(C1CC1)S2(=O)=O	.	-3.1	.	.	-7.8	.	.
24	CCCCNc1ccc2c(c1)OC[C@@H](Cc1ccccc1)NS2(=O)=O	.	10.2	.	.	-3.2	.	.
25	CCOc1ccc(-n2c(SCC(=O)Nc3ccc(S(=O)(=O)Nc4cc(C)nc(C)n4)cc3)nnc2-c2ccc(C)cc2)cc1	.	4.9	.	.	2.8	.	.
26	COC(=O)C[C@H]1C=C[C@H](NC(=O)c2ccc(F)cc2)[C@@H](CO)O1	.	9.4	.	.	0.6	.	.
27	Cc1cc(C)cc(NC(=O)C2(C(=O)C3CC3)CC(c3ccccc3C(F)(F)F)=NO2)c1 (stereo not given)	.	5.6	.	.	7.8	.	.

New compounds follow
entry	SMILES	BoNT-F LC inh	CCHFV vOTU inh	UGM FP inh	Mtb BioA inh	PrPC TRFRET	FadD28 FP inh	BoNT-A LC inh2
31	COC(=O)[C@]12C[C@H](CC(=O)N3CCCCC3)C(=O)N(CCc3ccc(OC)c(OC)c3)C1=C[C@H](COCc1ccccc1)O[C@@H]2C	.	-2.4	.	.	-7.1	.	.
32	COC(=O)C[C@H]1CC[C@H](NC(=O)Nc2ccccc2F)[C@@H](CO)O1	.	1.6	.	.	-6.5	.	.
33	CCC(=O)N(c1ccccc1)C1CCN(C(=O)C(Cc2ccccc2)NC(C)=O)CC1 (stereo not given)	.	-8.0	.	.	-5.9	.	.
34	CC1CCCN(c2cccc3c2S(=O)(=O)N(Cc2cccc(F)c2)[C@@H](C)[C@H](c2ccccc2)O3)C1 (stereo not given in full)	.	1.6	.	.	-3.9	.	.
35	COC(=O)C1CN(C2CCCC2)CCS(=O)(=O)N1Cc1cn(Cc2ccc(C)cc2)nn1 (stereo not given)	.	-5.4	.	.	8.8	.	.
36	C#CCN(C[C@@H]1[C@@H](OC(=O)Nc2cccs2)[C@@H](OC(=O)Nc2cccs2)C[C@H](C(=O)OC)[C@@H]1C(=O)OC)S(=O)(=O)c1ccc(C)cc1	.	2.7	.	.	5.4	.	.
37	Brc1ccc(-c2ccc3c(n2)CCCN3Cc2ccccn2)cc1	.	7.8	.	.	-4.2	.	.
38	COc1cccc(NC(=O)N2CC[C@@H]3[C@H]2c2cc(-c4cccc(C#N)c4)ccc2N(C)[C@@H]3CO)c1	.	-1.4	.	.	-4.9	.	.
39	COC(=O)[C@]12CCCCC=C1N(CCc1ccc(OC)c(OC)c1)C(=O)[C@H](CC(=O)NCc1ccc(OC)c(OC)c1)C2	.	8.9	.	.	0.8	.	.
40	CCN(C(=O)CSc1nnc(-c2cccnc2)n1Cc1ccco1)c1ccccc1C	.	-4.9	.	.	-4.4	.	.

(cont.)
Short keys – A = BoNT-F LC inh; B = CCHFV vOTU inh; C = UGM FP inh; D = Mtb BioA inh; E = PrPC TRFRET; F = FadD28 FP inh; G = BoNT-A LC inh2
41	COCC#Cc1ccc(CC[C@H]2O[C@H]3CC[C@H](CO)O[C@H]3C[C@H]2n2cc(C(C)(C)O)nn2)cc1
  A = . | B = -6.9 | C = . | D = . | E = 0.3 | F = . | G = .
42	CC[C@H](CCCc1ccccc1OC)CCS(=O)(=O)N(C)C
  A = . | B = 7.8 | C = . | D = . | E = -2.9 | F = . | G = .
43	CCC(C(=O)Nc1ccccc1N1CCCC1)c1ccccc1Cl (stereo not given)
  A = . | B = 7.2 | C = . | D = . | E = 4.5 | F = . | G = .
44	Cc1cccc(Cn2cc(COC(=O)NCC(C)C)nn2)c1
  A = . | B = -6.6 | C = . | D = . | E = 5.8 | F = . | G = .
45	Cc1ccc(NC(=O)Cc2cccc(OC(F)F)c2)c(S(=O)(=O)N2CCOCC2)c1
  A = . | B = 11.9 | C = . | D = . | E = 15.0 | F = . | G = .
46	CN1C(=O)[C@@](O)(c2cn(C)c3ccccc23)c2ccccc21
  A = . | B = -20.7 | C = . | D = . | E = 1.4 | F = . | G = .
47	CCn1c(SCC(=O)Nc2cc(NC(C)=O)ccc2OC)nnc1-c1ccncc1
  A = . | B = 8.5 | C = . | D = . | E = -5.8 | F = . | G = .
48	O=C(Nc1ccccc1Oc1ccccc1)NC1CCCCN(Cc2cccc(Cl)c2)C1=O (stereo not given)
  A = . | B = 6.3 | C = . | D = . | E = 9.3 | F = . | G = .
49	C=CCOC(=O)Nc1nc(CCNC(=O)OCc2ccccc2)c(C(=O)OC)s1
  A = . | B = -4.0 | C = . | D = . | E = 0.3 | F = . | G = .
50	C[C@@H]1COc2cccc(NCCCN3CCOCC3)c2S(=O)(=O)N1
  A = . | B = -3.1 | C = . | D = . | E = 3.4 | F = . | G = .
51	CC(C)(C)c1ccc(-c2cn(C[C@H](Cc3ccccc3)n3c(=O)c4ccccc4n3Cc3ccccc3)nn2)cc1
  A = . | B = -5.7 | C = . | D = . | E = 2.9 | F = . | G = .
52	CCCCOCCCNC(=O)C[C@@H]1C(=O)N2CCCC3=C2[C@@]1(C(=O)OC)CCCC3
  A = . | B = -3.5 | C = . | D = . | E = 3.9 | F = . | G = .
53	COc1cccc(CNC(=O)[C@H]2CCCN2C(=O)[C@H]2CCCN2C(=O)c2ccc(F)c(C(F)(F)F)c2)c1
  A = . | B = -8.3 | C = . | D = . | E = -6.8 | F = . | G = .
54	CCCCNC(=O)C[C@@H]1C(=O)N(Cc2ccc(OC)cc2)C2=CCN(C(=O)OC(C)(C)C)C[C@]21C(=O)OCC
  A = . | B = 6.9 | C = . | D = . | E = 1.8 | F = . | G = .
55	CCOC(=O)[C@@]12CCCC=C1N(CCc1ccc(Cl)cc1)C(=O)[C@H]2CC(=O)N1CCSCC1
  A = . | B = 8.3 | C = . | D = . | E = -1.9 | F = . | G = .
56	COC(=O)[C@]12C[C@H](CC(=O)NCc3cccc(C(F)(F)F)c3)C(=O)N(CCc3ccc(OC)c(OC)c3)C1=C[C@H](C1CCCC1)O[C@@H]2C
  A = . | B = 21.4 | C = . | D = . | E = 2.8 | F = . | G = .
57	CCOC(=O)[C@]12CCCC3=C1N(CCC3)C(=O)[C@@H](CC(=O)N1CCCC1)C2
  A = . | B = -2.9 | C = . | D = . | E = -6.0 | F = . | G = .
58	CCN(Cc1ccccc1)C(=O)C1C2C=CC3(CN(Cc4ccccc4)C(=O)C13)O2 (stereo not given)
  A = . | B = -2.7 | C = . | D = . | E = 8.6 | F = . | G = .
59	COC(=O)[C@H](CC(C)C)N(CCCc1cn(CC2CCCCC2)nn1)S(=O)(=O)c1ccccc1Br
  A = . | B = 11.6 | C = . | D = . | E = 2.3 | F = . | G = .
60	CC(=O)c1cc(-c2ccc3c(c2)OCO3)c(=O)n2c1CCC2
  A = . | B = 1.7 | C = . | D = . | E = 20.8 | F = . | G = .
